Bioassay records from PubChem BioAssay.
Akt phos inh = inhibitors of Akt phosphorylation. actives 0.32% (n = 360,000). Neuro2A IGF-stimulated pAkt S473 HTRF, 20 min; active compounds read low. AID 651550. activity change, % for hits at 50 µM; in the data active means activity change below about -80%; inconclusive means mostly about -51% to -80%; further: on the % scale 0 is the no-effect control and ±100 the full control effect
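Neuro2A cells in DMEM with 0.5% FBS, overnight at 37 deg C, given compound at single 50 µM final, then IGF (6 nM final) for 20 min at 37 deg C. Lysed; phospho-Akt Ser473 by HTRF after 24 h, 665/615 ratio.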
DRD3 antagonist = antagonists of human D3 dopamine receptor; P35462; D3R cells, DiscoveRx beta-arrestin luminescence, antagonist mode; active compounds read low; max response, negative = inhibition, %; actives 2.5% (n = 360,000); in the data active means max response below about -50%; inconclusive means no clear call, values can overlap the other calls; further: on the % scale 0 is the no-effect control and ±100 the full control effect; mostly tested at two doses, the higher about 12 µM
Target sequence (P35462 whole entry, looked up): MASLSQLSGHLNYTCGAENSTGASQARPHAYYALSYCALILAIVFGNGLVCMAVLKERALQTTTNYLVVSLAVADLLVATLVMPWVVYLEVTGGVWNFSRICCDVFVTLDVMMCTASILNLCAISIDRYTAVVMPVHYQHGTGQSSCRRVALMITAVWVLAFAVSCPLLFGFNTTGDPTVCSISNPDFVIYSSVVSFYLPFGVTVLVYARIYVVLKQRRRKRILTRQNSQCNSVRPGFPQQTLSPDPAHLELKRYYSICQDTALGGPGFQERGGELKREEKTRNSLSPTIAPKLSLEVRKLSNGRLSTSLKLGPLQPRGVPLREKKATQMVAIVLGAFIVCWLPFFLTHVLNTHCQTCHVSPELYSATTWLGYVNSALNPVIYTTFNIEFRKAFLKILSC
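Cells expressing the human receptor were seeded at 1500 cells/well, incubated overnight at 37 degrees C in 5% CO2, then exposed to library compounds with dopamine controls for 90 minutes at 37 degrees C before luminescent detection.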
PTHR1 agonist = agonists of human PTHR1 parathyroid hormone receptor | HEK293 GP2 PTHR1 cells, GloSensor cAMP luminescence, 1 h | Potency, µM (top dose mostly 115 µM), without a hit: top-dose activation, most hits filed as activators | actives 0.075% (n = 410,000); further: potency means the concentration at half of the fitted maximal effect; nearly all actives have a fitted effect of over 55% in size; some results filed as inactive show a strong effect at the top dose; inactives centre near -15; many of its hits are not listed in these tables
Target sequence (Q03431 whole entry, looked up): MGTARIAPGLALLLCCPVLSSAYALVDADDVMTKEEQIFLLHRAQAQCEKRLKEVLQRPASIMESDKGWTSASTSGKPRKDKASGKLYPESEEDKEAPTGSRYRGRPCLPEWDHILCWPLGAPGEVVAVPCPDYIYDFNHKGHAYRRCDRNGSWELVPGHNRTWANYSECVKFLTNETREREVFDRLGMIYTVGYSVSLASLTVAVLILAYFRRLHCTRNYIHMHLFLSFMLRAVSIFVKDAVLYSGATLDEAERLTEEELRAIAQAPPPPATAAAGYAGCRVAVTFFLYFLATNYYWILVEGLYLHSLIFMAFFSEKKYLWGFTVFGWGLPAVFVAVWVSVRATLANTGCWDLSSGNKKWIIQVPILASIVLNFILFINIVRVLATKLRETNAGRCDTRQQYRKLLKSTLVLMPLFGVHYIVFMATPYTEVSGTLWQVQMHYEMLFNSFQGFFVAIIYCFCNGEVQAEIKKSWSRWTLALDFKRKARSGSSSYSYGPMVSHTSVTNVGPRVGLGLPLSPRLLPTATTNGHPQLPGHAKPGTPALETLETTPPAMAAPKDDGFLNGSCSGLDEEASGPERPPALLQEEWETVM
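HEK-293-derived GP2 cells expressing PTHR1 and a GloSensor cAMP reporter, 3,000/well, plated overnight, given luciferin plus IBMX (each 0.5 mM as added) for 1 h at 37 °C, then compound for 1 h at 37 °C. Luminescence was read after 15 min at room temperature.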
EPAC2 antagonist = antagonists of human EPAC2; EPAC2 GEF exchange of Rap1B-BODIPY-GDP, fluorescence; AID 720708; Potency, µM (titrated, usually from 114 µM), without a hit: at the top dose activity, negative = inhibition, hits mostly inhibitors; actives 0.18% (n = 360,000); further: potency means the concentration at half of the fitted maximal effect; on the % scale 0 is the no-effect control and ±100 the full control effect; nearly all actives have a fitted effect of over 45% in size; many of its hits are not listed in these tables
CCT chaperon mod = changes cytosolic chaperonin activity; purified chaperonin ATPase assay, HTRF ADP detection, 30 min; activity change, % (concentration not given with the values), hits read low; actives 0.3% (n = 360,000); in the data active means activity change below about -30%; further: on the % scale 0 is the no-effect control and ±100 the full control effect
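TRiC at 40 or 20 nM final (batch-dependent) in 30 mM Tris pH 7.4, 100 mM KCl, 5 mM MgCl2, 1 mM DTT, with compound at single 76 uM and 10 uM ATP, 30 min at 37 deg C. ADP detected by HTRF Transcreener, 665/615 ratio.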
Mm-Cpn inhibitor = inhibitors of Methanococcus maripaludis chaperonin (MmCpn); actives 0.031% (n = 330,000); Potency, µM (highest dose often 76.9 µM), without a hit: at the highest dose activity, negative = inhibition, hits mostly inhibitors; purified Mm-Cpn ATPase, ADP Transcreener TR-FRET; AID 504842; further: potency means the concentration at half of the fitted maximal effect; on the % scale 0 is the no-effect control and ±100 the full control effect; nearly all actives have a fitted effect of over 80% in size
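Purified archaeal Mm-CPN (25nM final) preincubated 10 min at 37degC with compound, then 10uM ATP for 30 min at 37degC; ADP measured by HTRF Transcreener TR-FRET; buffer 30 mM TRIS pH 7.4, 100mM KCl, 5mM MgCl2, 1mM DTT.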
EPAC2 agonist = activates human EPAC2 exchange factor. Q8WZA2. EPAC2 activation, biochemical qHTS; response scale: 100% = 6.5 mM cAMP response. Potency, µM (top dose mostly 154 µM), for the others: at the highest dose activation, actives largely listed as activators. actives 0.079% (n = 360,000). AID 720711; further: potency means the concentration at half of the fitted maximal effect; nearly all actives have a fitted effect of over 50% in size
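EPAC2 (100 nM) mixed with Rap1B loaded with BODIPY-GDP (250 nM) plus 50 uM unlabeled GDP; compounds pinned in, 5 min RT, then read every 5 min for 30 min (ex 480, em 540 nm). Normalized to cAMP control.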
D3 ag = D3 dopamine receptor (human) agonism | max activation, % | D3R DiscoveRx beta-arrestin cells, luminescence, 90 min | AID 652048 | actives 0.58% (n = 410,000) | P35462; in the data active means max activation above about 30%; further: 0% is about no effect; mostly tested at two doses, the higher about 12 µM
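Agonist mode: compounds and dopamine controls were applied to plated cells for 90 min at 37 degrees C after an overnight attachment at 1500 cells/well. Luminescent read-out followed 30 - 60 minutes at room temperature with DiscoveRx detection reagent.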
Starred values were filed as active, the others as inactive; i = inactive; ? = inconclusive; nt = no result given; [ ] = dose if it differs, or a comment. Unless noted, the call rests on the fitted dose curve; in most records, active means well fitted curve in the direction sought with a large enough effect; inconclusive means small, poorly fitted or top-dose-only effect, or another doubt; inactive means no such curve, though single readings can be large; an effect the other way counts as inactive or inconclusive. Only part of the results is shown; count on the stated rates, not on these rows.

structure	EPAC2 antagonist	CCT chaperon mod	DRD3 antagonist	EPAC2 agonist	Akt phos inh	PTHR1 agonist	Mm-Cpn inhibitor	D3 ag
NC(=O)CSc1nnc(-c2cccnc2)n1Cc1ccccc1	-3%	-7.9	-20	10%	i	-6%[57.5 µM]	-1%	-10
Fc1cccc(Cc2c(-c3ccc(Cl)cc3)nc3ccc(Br)cn23)c1	5%	0.1	13	7%	i	i	nt	2
O=C1CC(c2cccc(F)c2)c2c(c3ccccc3[nH]c2=O)O1 (stereo not drawn)	20%	-8.3	5	11%	i	i	2%	1
COC(=O)c1ccc(-c2ccco2)n1Cc1ccccc1Cl	-13%	0.5	30	15%	i	16%[57.5 µM]	0%	1
C/C(CC(=O)Nc1ccc(Cl)cn1)=N\NC(=O)Cc1cccs1	-3%	0.0	1	3%	i	-19%	0%	11
Nc1cc(Cc2ccccc2)ccc1O	-2%	0.2	-17	0%	i	i	nt	4
COc1ccc(OCC(O)CNC(=O)Nc2ccc(Cl)cc2)cc1 (stereo not drawn)	-4%	1.4	-2	-2%	i	-6%	-1%	-1
CC(C)(C)c1ccc(CC(=O)N2CCC2(C)C(=O)Nc2cccc3cccnc23)cc1 (stereo not drawn)	-20%	-2.0	-20	18%	i	i	nt	0
COc1cccc(NC(=O)c2ccc[n+](C)c2)c1	-2%	-1.3	3	0%	i	i	3%	6
O=S(=O)(NC1CCCCC1N1CCCCC1)c1ccccc1 (stereo not drawn)	1%	-0.5	1	8%	i	i	1%	2
Cc1ccc2nc(-c3cccc(Br)c3)c(Cc3cccc(Cl)c3)n2c1	4%	-0.3	?	9%	i	-14%	nt	-6
O=C(NCCCNC(=O)c1ccc(-c2cc(Cl)ccc2Cl)o1)c1cnccn1	-11%	0.6	3	10%	i	-40%[inhibitor]	-1%	1
O=C(CCN1c2ccccc2Sc2ccccc21)Nc1ccccc1	-13%	-2.8	0	17%	i	-1%[57.5 µM]	-16%	-18
Cc1ncoc1C(=O)N1CCCC(C(=O)c2ccc(-c3ccccc3)cc2)C1 (stereo not drawn)	-17%	0.4	0	6%	i	-56%[inhibitor]	1%	-2
CCS(=O)(=O)N1CCC(C(=O)NCCCN2CCC(Cc3ccccc3)CC2)CC1	8%	-1.2	-12	6%	i	i	0%	-1

(list continues)
structure	EPAC2 antagonist	CCT chaperon mod	DRD3 antagonist	EPAC2 agonist	Akt phos inh	PTHR1 agonist	Mm-Cpn inhibitor	D3 ag
Cc1ccc(OC(=O)C(C)c2cccc(C(=O)c3ccccc3)c2)cc1 (stereo not drawn)	2%	3.7	13	8%	i	-24%	-1%	-1
CC(=O)Nc1ccc(S(=O)(=O)Nc2cccc(-c3nc4ccccc4o3)c2)cc1	-9%	-0.6	-3	19%	nt	-5%	3%	4
CCOC(=O)COc1coc(CN2CCN(c3ccc(F)cc3)CC2)cc1=O	-9%	-2.3	7	4%	i	-4%	0%	6
COC(=O)C1CCN(c2cc(=O)n(C3CCCCC3)c(=O)[nH]2)CC1	4%	0.6	21	-7%	i	-1%[57.5 µM]	2%	2
Cc1ccc(CNC(=O)c2cccnc2)cc1	1%	0.2	5	12%	i	i	nt	-3
CC(C)(C)NC(=O)C1Cc2ccccc2CN1 (stereo not drawn)	16%	0.4	4	1%	i	5%	0%	-1
Cc1ccc(C2C(C#N)=C(N)Oc3cc(C)oc(=O)c32)o1 (stereo not drawn)	1%	-1.2	-11	4%	i	-7%	3%	-13
COc1ccc2ccccc2c1/C=N/Nc1cccc(C(=O)O)c1	?	-2.9	3	3%	i	-10%	-1%	-2
O=C1CCN(Cc2ccc([N+](=O)[O-])cc2)CCN1[C@H](CO)c1ccccc1	10%	-2.1	-19	5%	i	-9%	1%	6
O=C(CN1CCN(S(=O)(=O)c2cccc(Br)c2)CC1)NCCc1cccs1	-3%	0.4	1	7%	i	-11%	4%	-9
CCOc1ccc(/C(O)=C2\C(=O)C(=O)N(CCN(C)C)C2c2cccc(OC)c2OC)cc1Cl (stereo not drawn)	5%	-0.8	-56*	-3%	i	i	-8%	-1
COc1ccc(N2CCN(CC(=O)NC(C)c3ccccc3)CC2)cc1 (stereo not drawn)	-4%	1.4	-1	4%	i	-7%	?	7
CCn1c2ccccc2c2cc(NC(=O)c3cc(C)on3)ccc21	0%	-0.2	-14	4%	i	-4%	0%	-3
Cc1nc2c3ccccc3nc(NNC(=O)CCC(=O)NCCN3CCN(c4ccccc4F)CC3)n2n1	2%	1.0	?	4%	i	-6%	-2%	-2
O=C(CNCC1CCCO1)Nc1ccccc1N1CCOCC1 (stereo not drawn)	-3%	3.3	3	-3%	nt	i	2%	2

(further entries)
structure	EPAC2 antagonist	CCT chaperon mod	DRD3 antagonist	EPAC2 agonist	Akt phos inh	PTHR1 agonist	Mm-Cpn inhibitor	D3 ag
CCc1c(Nc2ccccc2C)nc(N)[nH]c1=O	-10%	1.4	9	10%	i	i	nt	5
C/C=C(\C)CN1CCc2cc(OC)c(OC)cc2C1	-4%	-1.7	-28	9%	i	i	-1%	-23
O=C(NCc1ccc(F)cc1)c1cc2ccccc2o1	-5%	-0.2	1	3%	i	i	2%	-1
CCOC(=O)c1c(C)[nH]c(C(=O)CSc2nc(C)cc(C)n2)c1C	-4%	1.1	5	2%	i	-17%	-7%	11
O/N=C/c1ccccc1Oc1ccc(Cl)cc1	?	-1.3	-14	3%	i	-49%[inhibitor]	0%	-2
O=C(COC(=O)CCN1C(=O)C2CC=CCC2C1=O)NCCc1ccccc1 (stereo not drawn)	-5%	-3.7	-4	10%	i	i	2%	-1
Clc1ccc(-c2nc3ccc(Cl)cn3c2Cc2ccsc2)cc1	?	1.8	13	-11%	i	-63%[inhibitor]	nt	0
Cn1c(-c2ccccc2)cnc1NCc1ccc(F)cc1	3%	-2.3	4	7%	i	i	1%	-6
O=C(NCc1ccc2c(c1)OCO2)c1cc2n(n1)C(C(F)(F)F)CC(c1ccc3c(c1)OCO3)N2 (stereo not drawn)	-1%	-0.9	7	8%	i	6%[57.5 µM]	-3%	10
CSC1=NC(C)(C)C=C(/C=C/c2ccc(Cl)cc2)N1	4%	0.0	-21	6%	i	-20%	3%	-5
NC(=O)C(=O)N/N=C/c1c2ccccc2cc2ccccc12	?	1.0	-9	-37%[inhibitor]	i	15%	-5%	6
COc1ccc(CN2C(=O)C(CC(=O)NC3CC3)CC(C(=O)N(C)C)=C2C)cc1 (stereo not drawn)	1%	0.4	-16	2%	i	-8%	nt	-2
COc1ccc(S(=O)(=O)N2CCOCC2)cc1NC(=O)COc1ccc2ccc(=O)oc2c1	5%	-0.3	1	-1%	i	-24%	1%	9
CC(C)CC1NC(C(=O)O)Cc2c1[nH]c1ccccc21 (stereo not drawn)	16%	0.6	19	-4%	i	i	0%	2
COc1ccccc1N1CCN(C2CCCN(C(=O)c3cc(C4CC4)on3)C2)CC1 (stereo not drawn)	-10%	-1.1	-9	2%	i	-21%	2%	-15

Retrieved by structure from above:
structure	EPAC2 antagonist	CCT chaperon mod	DRD3 antagonist	EPAC2 agonist	Akt phos inh	PTHR1 agonist	Mm-Cpn inhibitor	D3 ag
O=C(NCc1ccc(F)cc1)c1cc2ccccc2o1	-5%	-0.2	1	3%	i	i	2%	-1
COc1ccc(CN2C(=O)C(CC(=O)NC3CC3)CC(C(=O)N(C)C)=C2C)cc1 (stereo not drawn)	1%	0.4	-16	2%	i	-8%	nt	-2

Additional results.
structure	EPAC2 antagonist	CCT chaperon mod	DRD3 antagonist	EPAC2 agonist	Akt phos inh	PTHR1 agonist	Mm-Cpn inhibitor	D3 ag
Cc1ccc2nsnc2c1NS(=O)(=O)c1c(C)ccc2nsnc12	4%	-3.7	-4	-8%	i	i	-1%	1
N#CC(=C=[N-])/C=C(\C(=O)c1ccccc1)[n+]1ccccc1	5%	0.2	-8	5%	i	?	0%	30
CSc1nc(N(C)C)c2ccccc2n1	-5%	-0.6	-10	-6%	i	i	0%	-4
COc1ccc([C@H]2C[C@H](O)[C@@H](n3cc(COC(=O)c4ccccc4)nn3)CN2CC2CCCCC2)cc1	-16%	0.7	3	-6%	i	-52%[inhibitor]	nt	3
O=C(c1nnc(-c2ccc(Cl)cc2)o1)C1CCCC1	13%	0.1	-4	3%	i	-9%	0%	1
COc1ccc(C(=O)N2CCN(S(=O)(=O)N3CCOCC3)CC2)cc1OC	-5%	-3.2	-7	11%	i	4%	1%	-3
Cc1ccc2[nH]c(=O)c(CN(CCN3CCOCC3)C(=O)Nc3ccc(F)cc3)cc2c1	12%	-0.1	0	-1%[15.6 µM]	nt	i	1%	-1
O=C(NCCc1ccccc1)C(NS(=O)(=O)c1cccc2nsnc12)c1ccccc1 (stereo not drawn)	?	1.2	1	13%	i	i	1%	-5
CCC(C)(C)NC(=O)C(c1ccc(C)cc1)N(Cc1cccnc1)C(=O)c1csnn1 (stereo not drawn)	-3%	-0.8	12	-11%	i	i	-1%	1
CNc1ncnc2c1ncn2[C@H]1CN(Cc2ccc(Cl)cc2)C[C@@H](CO)O1	-6%	-0.3	-18	6%	i	-1%	nt	0
CC(=O)c1cccc(CN2CCCC(C(=O)Nc3ccc(-c4ccco4)cc3)C2)c1 (stereo not drawn)	9%	-0.6	-21	7%	i	i	-9%	-13
CCO[C@@H]1OC(C(=O)NC2CC2)=C[C@H](c2ccc(Br)cc2)[C@H]1CCCO	-6%	1.1	4	11%	i	-7%	-2%	7
Clc1ccc(Oc2nnnn2-c2ccccc2)cc1	7%	0.4	-26	12%	i	-2%[57.5 µM]	0%	-7
Cc1nn(Cc2ccc(C(=O)NN)cc2)c(C)c1Cl	2%	1.3	-1	1%	i	-3%	-7%	-8
COc1ccc(OCCN(C)C(=O)c2cccc(S(=O)(=O)N(C)c3ccccc3)c2)cc1	-5%	-2.1	-5	2%	i	-32%	0%	0
Cc1ccccc1NC(=O)CN1C(=O)S/C(=C\c2cccn2-c2cccc(C(=O)O)c2)C1=O	-9%	-2.8	0	12%	i	i	1%	0
Cc1cc[n+](-c2[nH]c(=O)sc2/C=N/N=C(\[O-])c2ccncc2)cc1C	3%	-3.3	-8	10%	i	-19%	0%	-2
